Tb MetRS inh – T. brucei MetRS inhibitors, primary screen, biochemical, luminescence | methionyl-tRNA synthetase (Trypanosoma brucei brucei) | purified T. brucei MetRS, ATP depletion, Kinase-Glo luminescence | inhibition, % at 11.9 µM | 0.4% of 360,000 active | AID 624268, 2012;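 active = inhibition above a per-plate cutoff of the control wells' mean inhibition plus 3 SD, cut at about 5.5% in these data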;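 also: 0% = DMSO wells median and 100% = median of wells with control inhibitor compound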
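Test system – parasite MetRS enzyme · Reagent – substrates ATP, L-methionine and bulk Escherichia coli tRNA · Doses – 11.9 µM compound single dose, 0.9% DMSO · Times – 15 min enzyme-compound preincubation, 2 h reaction, 10 min detection, 25 °C · Signal – Kinase-Glo luminescence, ATP depletion format · Controls – DMSO-only wells as low control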
MsrA inhibitor – bovine MsrA enzyme inhibitors, primary screen, biochemical, absorbance, HTS; Methionine sulfoxide reductase A (Bos taurus); purified bovine MsrA, absorbance read-out; inhibition, % at 15.5 µM; 0.75% of 360,000 active; AID 651718, 2012; in the data active = inhibition above about 4.5%;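 also: 0% = vehicle wells with enzyme and 100% = reference inhibitor wells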
SUMO1 PPI mod – modulators of SUMO1 protein-protein interactions, primary screen, biochemical, uHTS. Small ubiquitin-related modifier 1 (Homo sapiens), P63165. SUMO1 binding to a labelled peptide, TR-FRET, 1 h. inhibition, % at 20 µM. 0.33% of 360,000 active. AID 602429, 2012; in the data active = inhibition above about 37%
Target sequence (P63165 whole entry, looked up): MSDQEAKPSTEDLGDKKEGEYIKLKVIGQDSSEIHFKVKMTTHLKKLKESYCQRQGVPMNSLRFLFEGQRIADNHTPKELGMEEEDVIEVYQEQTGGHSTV
NRP1-CendR mod – modulators of CendR peptide binding to NRP-1, primary screen, biochemical, fluorescence polarization, uHTS; 0.85% of 360,000 active; FAM-RPARPAR peptide binding to NRP-1; Neuropilin-1 (Homo sapiens), O14786; inhibition, % at 25 µM;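 active = inhibition or corrected inhibition above about 18%, plus a signal ratio from 0.5 to 1.5, limit read from the data, passing the limit was not always enough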; also: strong numbers were not always called active
Target sequence (O14786 whole entry, looked up): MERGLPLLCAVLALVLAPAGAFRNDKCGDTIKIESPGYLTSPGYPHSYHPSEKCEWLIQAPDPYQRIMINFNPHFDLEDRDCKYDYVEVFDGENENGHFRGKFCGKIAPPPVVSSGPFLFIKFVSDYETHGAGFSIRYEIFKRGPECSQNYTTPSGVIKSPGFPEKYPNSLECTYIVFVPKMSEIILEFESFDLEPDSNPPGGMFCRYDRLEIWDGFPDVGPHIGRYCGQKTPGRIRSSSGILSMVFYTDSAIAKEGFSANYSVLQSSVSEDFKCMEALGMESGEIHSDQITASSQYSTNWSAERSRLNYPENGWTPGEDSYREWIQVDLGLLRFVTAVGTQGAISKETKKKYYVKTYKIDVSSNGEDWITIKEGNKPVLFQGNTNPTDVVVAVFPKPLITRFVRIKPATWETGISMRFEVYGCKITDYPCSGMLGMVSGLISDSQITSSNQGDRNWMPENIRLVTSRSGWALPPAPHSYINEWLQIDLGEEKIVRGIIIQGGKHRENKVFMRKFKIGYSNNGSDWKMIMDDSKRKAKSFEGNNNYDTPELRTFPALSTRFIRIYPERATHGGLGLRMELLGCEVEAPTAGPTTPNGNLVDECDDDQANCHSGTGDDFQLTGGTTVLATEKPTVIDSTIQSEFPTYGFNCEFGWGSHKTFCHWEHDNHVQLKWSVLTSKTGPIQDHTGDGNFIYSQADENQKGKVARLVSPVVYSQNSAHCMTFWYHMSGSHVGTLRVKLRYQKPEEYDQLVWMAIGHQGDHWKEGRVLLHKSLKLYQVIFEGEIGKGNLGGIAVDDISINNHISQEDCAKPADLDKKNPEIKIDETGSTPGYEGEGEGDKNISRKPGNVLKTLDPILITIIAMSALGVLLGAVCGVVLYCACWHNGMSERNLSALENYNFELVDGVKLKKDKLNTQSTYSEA
bovine MsrA act – bovine MsrA enzyme activators, primary screen, biochemical, absorbance, HTS; Methionine sulfoxide reductase A (Bos taurus); purified bovine MsrA, absorbance read-out; activation, % at 10.6 µM; 0.3% of 360,000 active; AID 602163, 2012; in the data active = activation above about 7.5%;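 also: 0% = vehicle and 100% = reference activator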
STEP block – STEP phosphatase inhibitors, primary screen, biochemical, fluorescence intensity, uHTS | recombinant STEP, OMFP fluorogenic substrate | inhibition, % at 20 µM | 0.25% of 360,000 active | AID 588621, 2011;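 active = inhibition at 20 µM, scaled per plate between control wells, above about 37%, limit read from the data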;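 also: 0% = DMSO with enzyme and substrate and 100% = substrate only without enzyme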
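System: isolated STEP enzyme; schedule: 20 min enzyme reaction at room temperature, protected from light; medium: Bis-Tris buffer pH 6.0, 2.5 mM DTT, 0.005% Tween 20; signal: fluorescence, 480/540 nm; dosing: single compound dose of 20 µM, 1% DMSO final; also added: OMFP substrate, 25 µM final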
Scp1 inh – Scp-1 phosphatase inhibitors, primary screen, biochemical, colorimetric, uHTS; inhibition, % at 20 µM; 0.88% of 340,000 active; Recombinant Scp1, phosphopeptide, malachite green phosphate absorbance;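 active = inhibition above about 50% at 20 µM, limit read from the data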;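 also: plate controls were DMSO wells with enzyme for no effect and wells lacking enzyme for full effect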
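Test system: SCP-1 phosphatase catalytic domain, residues 76-261 | Compound dosing: One concentration, 20 µM, with 1.0% DMSO | Schedule: 45 min room-temperature reaction, 5 min colour, 30 min stabiliser | Detection: Absorbance at 630 nm | Read-out basis: % inhibition of SCP-1 phosphate liberation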
eLon inh – inhibitors of E. coli Lon protease, primary screen, biochemical, fluorescence polarization; purified E. coli Lon protease; inhibition, % at 7.94 µM; 0.42% of 360,000 active; in the data active = inhibition above about 13%, passing the limit was not always enough;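 also: 0% = enzyme with probe and DMSO and 100% = no enzyme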
LMPTP block – LMPTP phosphatase inhibitors, primary screen, biochemical, fluorescence intensity, uHTS; recombinant LMPTP-A, OMFP fluorogenic substrate; 0.22% of 360,000 active; AID 651560, 2012; inhibition, % at 20 µM; Low molecular weight phosphotyrosine protein phosphatase (Homo sapiens), P24666;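 active = compounds that cut the enzyme signal by at least half of the control window in the single-dose screen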;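 also: plate controls were DMSO wells with enzyme plus substrate for no effect and substrate without enzyme for full effect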
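Test system – LMPTP-A phosphatase enzyme · Quantity – 0.625 nM LMPTP-A final · Reagent – OMFP substrate, 400 µM final · Dosing – one test concentration per compound, 20 µM, with 3% DMSO overall · Timing – 50 min enzyme reaction at room temperature, protected from light · Detection – fluorescence intensity · Controls – substrate-only low control, DMSO enzyme-plus-substrate high control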
DNMT1 inh – human DNMT1 methyltransferase inhibitors, primary screen, biochemical, molecular beacon, fluorescence, HinP1I cleavage, uHTS. DNA (cytosine-5)-methyltransferase 1 (Homo sapiens), P26358. inhibition (reported as % activation of signal), % at 10 µM. 0.83% of 360,000 active; in the data active = inhibition above about 50%
* = called active by the depositor; . = no result given.

SMILES	Tb MetRS inh	MsrA inhibitor	SUMO1 PPI mod	NRP1-CendR mod	bovine MsrA act	STEP block	Scp1 inh	eLon inh	LMPTP block	DNMT1 inh
Cc1ccc(NC(=O)CSC(C)c2nc3ccccc3c(=O)[nH]2)cc1 (stereo not drawn)	-0.3	-0.5	-7	-5	-3	-1	-2	1	-0.1	2
O=C(NC(c1ccc(-c2ccccc2)cc1)c1cnccn1)C1CCN(Cc2ccc(Cl)c(Cl)c2)CC1 (stereo not drawn)	0.3	1.2	1	0	-2	5	.	0	3.8	-14
NS(=O)(=O)c1cccc(NC(=O)CC23CC4CC(CC(Br)(C4)C2)C3)c1	-0.4	1.0	2	0	-3	-2	-6	-8	0.9	-4
CC1CC(C)CN(CCOc2cccc(Cl)c2Cl)C1 (stereo not drawn)	-0.8	-1.3	-1	1	-5	0	-1	-3	-1.8	-2
Cn1c(-c2ccccc2)c[n+]2c1CCCCC2	-1.2	-1.1	4	6	-14	-2	2	4	-0.7	3
CCOC(=O)[C@]12CCCC=C1N(Cc1ccco1)C(=O)[C@H](CC(=O)N1CCN(C(=O)c3ccco3)CC1)C2	-1.4	1.6	2	17	-5	.	.	-8	-1.5	.
N#Cc1ccc2c(=O)n(-c3ccccc3)sc2c1	-0.3	-0.7	-4	3	5	2	.	11	-3.5	-6
CCN1CCN(CCNC(=O)c2ccc3c(c2)N(Cc2cccc(Cl)c2)C(=O)c2ccccc2S3=O)CC1 (stereo not drawn)	-1.0	-0.5	-2	-3	-7	-2	7	-20	-1.0	-2
COc1ccc(C)cc1NC(=O)COC(=O)C1COc2ccccc2O1 (stereo not drawn)	-0.3	-0.7	-1	2	-1	-2	-2	0	-0.5	3
O=C1NC[C@@H](CCCCN2C[C@H](Cc3ccccc3)N(Cc3ccccc3)C(=O)C2=O)N(CCc2ccccc2)C1=O	-1.2	3.1	1	-8	-6	.	.	-1	-1.0	.
CCCCn1nnnc1C(c1ccccc1)N1CCN(c2ccc(C)cc2)CC1 (stereo not drawn)	0.3	-1.1	-3	1	1	.	.	-9	1.6	.
Cc1ccccc1CN1CCN(C(=O)CC(C)C)CC1	0.1	1.5	4	5	-1	1	-1	-19	-1.7	1
Cc1ccc(S(=O)(=O)NCC(c2ccccc2)N2CCN(CCC#N)CC2)cc1 (stereo not drawn)	-0.3	-0.3	-1	-2	-1	-2	-12	0	-0.2	-3
NC(=O)c1ncn([C@@H]2O[C@H](CNCc3ccccc3C#Cc3ccccc3)[C@@H](O)[C@H]2O)n1	-1.1	-0.4	-7	-12	2	0	-17	-4	-1.3	2
O=c1[nH]cnc2c1N=C(c1cccc([N+](=O)[O-])c1)CC(c1ccccc1)N2 (stereo not drawn)	-1.1	-0.3	-20	-3	-13	0	-2	7	-1.7	8
CCCCCN(C(=O)COC(=O)c1ccc(C)cc1)c1c(N)n(CCCC)c(=O)[nH]c1=O	-0.4	-0.3	0	-1	-5	-2	0	1	-9.4	9
C/C(CC(=O)Nc1ccccn1)=N\NC(=O)c1ccccc1O	-0.1	0.4	-1	11	-5	0	-7	3	2.2	1
CCOC(=O)N1CCN(C(=O)CS(=O)Cc2nc(-c3cccc(C)c3)oc2C)CC1 (stereo not drawn)	-1.2	0.8	-1	0	-8	0	6	0	-1.0	-1
O=C(O)C(Cc1ccccc1)N=C(NS(=O)(=O)c1ccccc1)c1ccccc1 (stereo not drawn)	-0.2	0.0	2	8	-2	-3	3	-12	-2.1	3
O=C(CSc1nnc(-c2c[nH]c3ccccc23)n1CC1CCCO1)Nc1ccc2c(c1)OCCO2 (stereo not drawn)	0.5	-0.8	0	7	1	-3	6	4	-0.6	1
Cc1ccsc1C(=O)N1CCN(S(=O)(=O)c2cccs2)CC1	0.2	-1.9	4	8	-3	1	-6	4	-2.2	-1
C#CCn1cc2c(c1-c1ccccc1)c(=O)n(C)c(=O)n2C	-0.7	0.9	5	-14	0	-2	.	-6	-2.1	-4
O=C(O)C1CCN(Cc2cccnc2)CC1	-0.9	-1.2	-1	-11	-2	1	-7	7	-1.6	1
C/C(=N\Nc1ccccn1)c1cccs1	-0.5	2.0	-8	0	-3	0	1	5	2.5	0
O=C(COC(=O)c1ccccc1C(F)(F)F)NC(=O)NCc1ccco1	-0.5	1.5	-1	-1	-3	0	3	-3	0.2	-1
COc1cccc(CNCCOCCO)c1OC	-0.1	0.8	-2	5	-3	-1	1	1	-1.6	-1
Cc1cccc(C(=O)Oc2ccccc2/C=N/Nc2ccc([N+](=O)[O-])cc2)c1	-0.2	-0.5	-37	-31	-2	1	-6	-3	5.8	3
O=c1[nH]c2ccccc2n1CCCOc1ccccc1	-0.7	1.8	-2	1	-3	-2	3	4	1.4	1
Cc1ccc(NC(=O)Cn2cnc3c(oc4nc5c(cc43)COC(C)(C)C5)c2=O)cc1	0.3	-0.3	-3	-3	-3	-1	-1	-8	1.0	7
COc1ccccc1NC(=S)N(CCN(C)C)C(C)c1ccncc1 (stereo not drawn)	-0.4	-0.8	0	2	-8	2	1	7	-1.9	3
Cc1nn(CC(=O)N2c3ccccc3NC(=O)C2(C)C)c(C)c1[N+](=O)[O-]	0.9	0.2	-1	6	-1	1	-6	10	0.4	-1
Cc1cnc(C(=O)OCC(=O)N2CC(C)CC(C)C2)cn1 (stereo not drawn)	-0.2	-0.5	-4	6	-1	-1	-1	-2	-0.7	1
CC(=O)c1cccc(NC(=O)C2=CC(c3ccco3)=NS(=O)(=O)N2C)c1	0.0	1.6	-27	0	-4	1	-1	-3	1.5	3
Cc1ccc(N2C(=S)SC3CS(=O)(=O)CC32)cc1 (stereo not drawn)	-0.3	2.8	47*	6	-3	1	-5	6	1.4	-1
CCC(NC(=O)COC(=O)C1CC2CCCC(C1)C2=O)c1ccc(Br)cc1 (stereo not drawn)	0.0	0.9	1	4	-2	3	-6	-10	0.2	0
Cc1ccc(NC(=O)N2CCC(=O)N2)cc1	0.3	-0.3	-2	3	-3	0	-4	-2	-0.3	6
Brc1ccc(C2=NC(Cc3ccccc3)CO2)cc1 (stereo not drawn)	-0.3	1.3	-1	-2	-6	2	-7	-4	-0.7	3
COc1ccccc1C(C(=O)c1ccccc1)c1ccc(O)cc1 (stereo not drawn)	0.2	0.1	1	-6	.	.	.	.	1.0	.
CN1CCN(C(c2ccccn2)c2cc(Cl)c3cccnc3c2O)CC1 (stereo not drawn)	-0.5	1.8	-6	-9	18*	6	-6	-2	-1.5	-2
O=C(NCCC1=CCCCC1)c1ccc(-n2cncn2)c([N+](=O)[O-])c1	15*	-0.8	-30	-2	0	-1	-6	4	-0.3	0
COCCCNC(=O)/C(C#N)=C1\N=C(NC(=O)c2cccs2)c2ccccc21	0.0	4.0	-45	-52	-6	1	-3	-20	2.6	-1
O=C(CSc1nc(-c2ccccc2)cs1)Nc1cccc([N+](=O)[O-])c1	-0.1	1.0	-15	-2	-5	-1	-15	-10	2.2	-10
CCN(CC)C(=O)C(=O)Nc1ccc(OCc2ccccc2)cc1	-1.1	2.2	1	-9	-4	2	-3	-10	0.1	-1
Cc1ccsc1/C=N/NC(=O)c1nnn(-c2nonc2N)c1C(C)C	-0.1	4.1	-24	7	-3	-2	-9	-1	0.5	1
CCOC(=O)C1Nc2ccc(C(=O)O)cc2C2C=CCC12 (stereo not drawn)	0.2	-0.7	48*	1	4	42*	36	3	1.6	60*
COc1ccccc1CC(=O)N1CCOCC1	-0.2	-0.5	1	5	-1	0	-11	0	-3.2	2
CCOC(=O)C(NCc1ccco1)(NC(=O)c1ccc(OC)cc1)C(F)(F)F (stereo not drawn)	-1.0	-1.1	1	4	-3	-4	-13	-6	-2.9	2
O=C(CSc1nnc(CCCN2C(=O)c3cccc4cccc(c34)C2=O)n1-c1ccccc1)NCCCO	1.2	2.1	-22	7	-3	3	-5	-10	-1.8	3

3 compounds already listed, sorted by their value in Tb MetRS inh, lowest first:
SMILES	Tb MetRS inh
CCOC(=O)C(NCc1ccco1)(NC(=O)c1ccc(OC)cc1)C(F)(F)F (stereo not drawn)	-1.0
CN1CCN(C(c2ccccn2)c2cc(Cl)c3cccnc3c2O)CC1 (stereo not drawn)	-0.5
COc1ccccc1C(C(=O)c1ccccc1)c1ccc(O)cc1 (stereo not drawn)	0.2

Further structures.
SMILES	Tb MetRS inh	MsrA inhibitor	SUMO1 PPI mod	NRP1-CendR mod	bovine MsrA act	STEP block	Scp1 inh	eLon inh	LMPTP block	DNMT1 inh
Cn1c(Cc2ccccc2)nnc1SCCC(=O)Nc1ccccc1	-1.0	-0.1	0	-3	-4	-16	7	7	-4.0	1
OCCNCc1cccc2ccccc12	-0.4	-0.1	0	-7	-5	-2	-1	-3	-0.7	1
c1ccc(-n2c(-c3ccncc3)nnc2N2CCOCC2)cc1	-0.2	-1.5	-1	-9	-1	1	-11	-1	-0.9	-3
CCN(CC(=O)Nc1ccccc1C(F)(F)F)C(=O)C1CC(=O)N(Cc2ccccc2)C1 (stereo not drawn)	-0.3	-1.6	-32	5	-2	-3	-3	-1	-11	-2
CC(NC(=O)CSc1nc(=O)cc(N)n1CCc1ccccc1)c1ccccc1 (stereo not drawn)	-1.3	-0.8	4	2	-1	-1	-1	0	0.7	-2
O=C(COc1ccccc1F)c1ccc(O)cc1O	0.1	7.6*	0	2	-6	-7	-9	-2	-0.7	-2
CC1CCCN(C(=O)CNC(=O)c2cccs2)C1 (stereo not drawn)	0.2	-0.9	5	-6	-1	1	-9	0	-1.6	-1
Cc1c(C)n(CCC#N)c2ccccc12	0.0	0.7	-2	-10	-5	-1	-8	-4	-2.7	-1
Cc1ccc2c(c1)Oc1ccccc1C=C2C(=O)O	0.5	0.4	-4	-5	-4	0	-5	3	-0.7	-2

Assay outcomes (PubChem BioAssay)
